CHO parental Ca: ATP-evoked calcium signal inhibitors, parental CHO, primary screen, counter-screen for OX1R antagonist project, cell-based, fluorescence, Fluo-8 calcium dye | parental CHO-K1, ATP-induced calcium, Fluo-8 fluorescence | inhibition, % at 5.6 µM | 330,000 compounds, 0.63% hits | AID 463079, 2010;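 active = inhibition above that plate's mean sample inhibition plus 3 SD, cut at about 26% in these data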;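 note: 0% = ATP-challenged DMSO wells and 100% = DMSO wells without ATP; some compounds past the cut are filed as inactive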
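Material – parental CHO cells · Reagent – ATP stimulus · Compound – single nominal dose of 5.6 µM per compound · Detection – Fluo-8 fluorescence · Read-out basis – percent inhibition of calcium signal · Controls – ATP-challenged DMSO wells low, unchallenged DMSO wells high · Repeats – no replicates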
CHO-K1 Ca antag: M1 antagonist counterscreen hit in parental CHO-K1 cells; ATP-induced calcium, Fluo-8 fluorescence; inhibition, % at 3 µM; 360,000 compounds, 0.6% hits; AID 602250;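 active = inhibition above a per-plate cutoff, the plate's mean sample inhibition plus 3 SD, cut at about 24% in these data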;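 note: 0% = DMSO plus EC80 ATP and 100% = DMSO alone without ATP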
TAAR1 antag: human TAAR1 antagonists, primary screen, Fluo-8 calcium fluorescence, CHO RD-HGA16 cells. inhibition, % at 3 µM. antagonist. Trace amine-associated receptor 1 (Homo sapiens), Q96RJ0. 360,000 compounds, 1.5% hits;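 active = inhibition above a per-plate cutoff, the mean inhibition of test compounds on that plate plus 3 SD, cut at about 49% in these data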;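 note: 0% = DMSO plus EC80 beta-PEA response and 100% = DMSO alone without agonist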
Target sequence (Q96RJ0 whole entry, looked up): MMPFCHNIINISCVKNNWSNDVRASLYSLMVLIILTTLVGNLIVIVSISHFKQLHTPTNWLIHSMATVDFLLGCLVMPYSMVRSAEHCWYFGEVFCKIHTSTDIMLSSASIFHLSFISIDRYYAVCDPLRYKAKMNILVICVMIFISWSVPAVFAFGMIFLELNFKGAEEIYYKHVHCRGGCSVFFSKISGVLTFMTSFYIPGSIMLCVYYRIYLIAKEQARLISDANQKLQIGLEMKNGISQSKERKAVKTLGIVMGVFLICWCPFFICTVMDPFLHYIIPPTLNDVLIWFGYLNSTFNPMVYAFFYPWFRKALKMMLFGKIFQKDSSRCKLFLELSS
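Assay system: CHO-derived RD-HGA16 cells stably expressing human TAAR1 plus Gα16. Timing: 140 s kinetic read after compound, 140 s after agonist. Technique: kinetic Fluo-8 calcium fluorescence measurement. Measure: % inhibition of agonist calcium response.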
OXTR potentiator: human OXTR potentiators, primary screen, fluorescence, CHO-OTR cells, Fluo-8 calcium. Oxytocin receptor (Homo sapiens), P30559. Fluo-8 calcium fluorescence, potentiator mode; 0% = oxytocin EC15, 100% = EC100. activation, % at 3 µM. 320,000 compounds, 0.061% hits;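 active = activation above that plate's cutoff, the mean activation of tested compounds plus 3 SD, cut at about 6.6% in these data, passing the limit was not always enough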;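 note: 100% uses oxytocin at 75 nM as the full agonist control; some results filed as inactive read as strong as hits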
Target sequence (P30559 whole entry, looked up): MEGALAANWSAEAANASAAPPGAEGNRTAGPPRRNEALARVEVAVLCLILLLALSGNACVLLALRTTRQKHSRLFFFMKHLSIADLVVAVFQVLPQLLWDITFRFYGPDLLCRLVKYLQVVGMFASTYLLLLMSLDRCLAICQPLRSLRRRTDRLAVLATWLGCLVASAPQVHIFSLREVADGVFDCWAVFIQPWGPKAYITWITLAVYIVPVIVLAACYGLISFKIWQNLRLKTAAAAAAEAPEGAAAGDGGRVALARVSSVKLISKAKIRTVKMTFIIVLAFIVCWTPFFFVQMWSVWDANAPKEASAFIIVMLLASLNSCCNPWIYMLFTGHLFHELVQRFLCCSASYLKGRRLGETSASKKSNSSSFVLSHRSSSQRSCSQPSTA
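Assay system: CHO cell line stably expressing human OTR. Reagent: EC15 oxytocin agonist. Dosing: single dose, 3.0 µM nominal final compound concentration. Timing: compound 6 min at room temperature before oxytocin, 100 s read. Signal: kinetic Fluo-8 calcium fluorescence. Controls: oxytocin EC15 low and EC100 high.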
CHO-K1 Ca PAM: nonselective calcium activators in parental CHO-K1 cells, primary screen, counter-screen for M1 PAM project, cell-based, Fluo-8 calcium fluorescence, full deck, 1536-well; ATP EC20; 0% at ATP EC20, 100% at ATP max; activation, % at 3 µM; 360,000 compounds, 0.02% hits; AID 602247, 2012;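 active = activation above the run cutoff, the mean activation of all test compounds plus 3 SD, cut at about 40% in these data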;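 note: peak over basal fluorescence ratio in a 140 s read after ATP addition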
OXTR ag: human OXTR agonists, primary screen, fluorescence, CHO-OTR cells, Fluo-8 calcium. AID 2435, 2010. Oxytocin receptor (Homo sapiens), P30559. activation, % at 3 µM. Fluo-8 calcium fluorescence; normalized: DMSO 0%, oxytocin 100%. 320,000 compounds, 0.32% hits;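 active = activation above the mean of all tested compounds plus 3 SD, cutoff set per screening run, cut at about 20% in these data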;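 note: peak over basal fluorescence ratio from a 100 s FLIPR kinetic read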
GPR7 antag: GPR7 receptor antagonists, primary screen, cell-based, fluorescence, single concentration; Neuropeptides B/W receptor type 1 (Homo sapiens), P48145; GPR7-expressing cells, fluorescence antagonist assay; inhibition, % at 4.4 µM; 290,000 compounds, 1.1% hits; AID 1861, 2009; in the data active = inhibition above about 16%, passing the limit was not always enough;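 note: cells stimulated with the agonist NPW; 0% = agonist with vehicle and 100% = vehicle without agonist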
Target sequence (P48145 whole entry, looked up): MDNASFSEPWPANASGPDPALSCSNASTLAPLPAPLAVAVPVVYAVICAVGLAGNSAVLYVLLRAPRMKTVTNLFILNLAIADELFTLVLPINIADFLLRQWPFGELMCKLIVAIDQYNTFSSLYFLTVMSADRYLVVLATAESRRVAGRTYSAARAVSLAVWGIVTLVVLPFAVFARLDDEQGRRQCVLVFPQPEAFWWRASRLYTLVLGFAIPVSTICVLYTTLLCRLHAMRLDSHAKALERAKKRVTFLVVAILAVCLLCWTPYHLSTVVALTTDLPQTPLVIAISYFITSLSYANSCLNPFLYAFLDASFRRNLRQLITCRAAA
V1aR counter: agonists of human V1a receptor, primary screen, counter-screen for OXTR agonist project, fluorescence, CHO-V1R cells; Vasopressin V1a receptor (Homo sapiens), P37288; Fluo-8 calcium fluorescence, agonist mode; 0% DMSO, 100% 3 nM vasopressin; activation, % at 3 µM; 320,000 compounds, 0.25% hits; AID 2797, 2010;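 active = activation above the mean activation of all tested compounds plus 3 SD, per screening run, cut at about 20% in these data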;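 note: signal is peak over basal fluorescence ratio across a 100 second FLIPR read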
M1 ag parental: counter-screen for M1 agonists: effect in parental CHO-K1 cells | Fluo-8 calcium fluorescence; scaled to maximal ATP response, vehicle zero | 360,000 compounds, 0.48% hits | activation, % at 3 µM | AID 602248, 2012; in the data active = activation above about 15%;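 note: untransfected CHO-K1 host cells lacking M1 receptor as counterscreen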
The depositor's hits bear a star; . = not tested or not shown; & = joins results of further samples.

SMILES | CHO parental Ca | CHO-K1 Ca antag | TAAR1 antag | OXTR potentiator | CHO-K1 Ca PAM | OXTR ag | GPR7 antag | V1aR counter | M1 ag parental
Cc1ccc(NC(=O)CN(C)C(=O)CNC(=O)c2ccc3c(c2)OCO3)cc1 | -16 | -6 | 5 | -1 | 5 | -1.9 | . | -0.4 | 0.3
Nc1ccccc1Nc1cc(-c2ccccc2)[nH]n1 | . | 0 | 40 | . | 20 | . | -7 | . | 3.4
CCOc1ccc(Oc2c(/C=N/NC(=O)COc3ccccc3OC)c(C)nn2-c2ccccc2)cc1 | -13 | -1 | 18 | -3 | 2 | -1.0 | 35* | -0.1 | 1.5
CCC1(CC)NC(=O)N(CC(=O)OCn2nnc3ccccc3c2=O)C1=O | -21 | -5 | 1 | -5 | 19 | 1.4 | -10 | 0.6 | 0.4
CCc1ccc(Nc2cc(=O)n(C3CCCCC3)c(=O)[nH]2)cc1 | -8 | 3 | 44 | -16 | 3 | 25* | -2 | 17 | 19*
CCc1nnc(NC(=O)c2ccc(S(=O)(=O)N(CC)Cc3ccccc3)cc2)o1 | -21 | -8 | -1 | 0 | 14 | 3.3 | -4 | 7.3 | 1.2
CC(C)(C)OC(=O)C[C@H]1C/C=C\C[C@H](CC(=O)NCCO)C(=O)N2CCC[C@@H]2COC1=O | -7 | 3 | 19 | 0 | -23 | 0.2 | . | -0.7 | 0.0
O=C(COc1ccc2cc(Br)ccc2c1)N1CCOCC1 | -2 | -15 | 6 | -9 | 8 | 8.5 | . | 7.3 | 6.4
COc1cccc2sc(N)nc12 | -9 | -11 | 15 | 1 | 5 | 0.7 | . | -0.7 | 0.3
C=CCSc1nnc(-c2ccccc2N=Cc2c(C)[nH]n(-c3ccccc3)c2=O)c(=O)[nH]1 | -14 | -3 | -4 | -13 | 10 | 3.7 | -3 | 0.1 | 1.1
CC1=CSC2=NC(=O)/C(=C\c3cccn3-c3ccc([N+](=O)[O-])cc3)C(=N)N12 | 7 | -5 | 19 | -3 | 10 | -1.9 | 1 | 0.7 | 3.0
CCCCOc1ccc(C(=O)NCC(=O)NCc2ccccn2)cc1 | -7 | 5 | -10 | -9 | 0 | -1.9 | . | 0.1 | -0.1
Oc1ccc(O)c(Cc2nc3ccccc3s2)c1 | 18 | 9 | 11 | -14 | -8 | 1.1 | 33* | 0.4 | -0.4
COc1ccc(CCNC(=S)Nc2ccccc2)cc1 | -11 | -14 | -24 | -1 | 4 | -0.6 | 9 | -0.7 | 0.8
O=C(Nc1cc2c(oc1=O)CCCC2=O)c1ccc(Cl)cc1 | -13 | 0 | -10 | -4 | 17 | 0.4 | -4 | -0.1 | 0.3
CC(=O)Nc1cccc(-c2nc3ccc(NC(C)=O)cc3s2)c1 | -11 | -9 | 3 | 0 | 22 | -0.1 | -7 | 0.8 | 1.1
CCOc1ccccc1Nc1nc2ccccc2n2cnnc12 | -1 | 12 | 4 | -8 | -4 | -1.5 | 4 | 0.3 | -0.3
CC(C)C(NC(=O)c1ccc(F)cc1)C(=O)N1CCN(C(=O)c2ccco2)CC1 (stereo not drawn) | -16 | 2 | -5 | -1 | -16 | -0.8 | . | -0.7 | -0.2
CCCN(CCC)S(=O)(=O)c1ccc(Cl)c(OC)c1 | -26 | -5 | 12 | -6 | 19 | -1.9 | -21 | -1.2 | -0.2
COc1ccccc1-c1ccc(SCC(=O)NC2CCCC2)nn1 | -8 | -1 | -24 | 1 | 6 | -0.8 | . | 0.0 | 0.7

Compounds from the list above that have an aryl thioether with sulfur outside any ring, in the order listed:
SMILES | CHO parental Ca | CHO-K1 Ca antag | TAAR1 antag | OXTR potentiator | CHO-K1 Ca PAM | OXTR ag | GPR7 antag | V1aR counter | M1 ag parental
C=CCSc1nnc(-c2ccccc2N=Cc2c(C)[nH]n(-c3ccccc3)c2=O)c(=O)[nH]1 | -14 | -3 | -4 | -13 | 10 | 3.7 | -3 | 0.1 | 1.1
COc1ccccc1-c1ccc(SCC(=O)NC2CCCC2)nn1 | -8 | -1 | -24 | 1 | 6 | -0.8 | . | 0.0 | 0.7

(list continues)
SMILES | CHO parental Ca | CHO-K1 Ca antag | TAAR1 antag | OXTR potentiator | CHO-K1 Ca PAM | OXTR ag | GPR7 antag | V1aR counter | M1 ag parental
COc1ccc(NC(=O)N(C)C[C@H]2Oc3ccc(NC(=O)Nc4ccc(C(F)(F)F)cc4)cc3C(=O)N([C@H](C)CO)C[C@@H]2C)cc1 | -19 | -21 | -21 | -3 | 17 | 2.6 | . | 2.4 | 0.4
CCc1nc2c(OCC(=O)C(C)(C)C)cccn2c1N(C=O)Cc1ccccc1 | . | 4 | -3 | . | -16 | . | . | . | 0.4
COc1ccccc1OCCCCNC(C)(C)C | -4 | -4 | -14 | -3 | 1 | -0.1 | -3 | 1.4 | 0.6
Cc1ccc(/C=C2/C(=O)ON=C2c2ccccc2)o1 | -8 | 5 | 18 | -10 | 10 | -2.0 | -14 | 5.2 | 11
CC1CCN(CCc2nc3cc(NC(=O)Nc4ccccc4)ccc3n2C)CC1 | -7 | 2 | 9 | 3 | 8 | 1.4 | 2 | -0.4 | 0.1
CCOc1ccc(OCCOCCn2ccnc2)cc1 | 7 | 12 | -8 | -5 | -1 | 0.8 | 1 | -0.3 | 0.3
CCCCC(=O)NC(=S)Nc1cccc(NC(=O)CC)c1 | -16 | 0 | -3 | -9 | 9 | -2.1 | -8 | -0.1 | -0.1
O=C(OCC(=O)N1CCN(c2ccc(F)cc2)CC1)c1cnc2ccccc2n1 | -21 | -15 | -19 | -3 | 4 | 0.7 | . | 1.6 | 1.2
NC(=O)c1ccc(NC(=O)c2ccc(COc3ccc(F)cc3)o2)cc1 | 5 | -11 | 28 | -8 | -3 | 6.6 | . | 5.1 | 0.8
COC(=O)[C@@]1(Cc2ccc(F)cc2)[C@H]2c3cc(C(=O)N(C)C)n(Cc4ccccn4)c3C[C@H]2CN1C(=O)c1ccccc1 | -21 | . | 0 | -4 | . | -0.1 | 11 | 2.6 | .
C=C(C)c1cccc(C(C)(C)NC(=O)N2CCN(C(=O)OCC)CC2)c1 | . | -3 | -17 | . | -6 | . | . | . | 0.0
CN1C2CCC1CC(NS(=O)(=O)c1cc(Cl)c(Cl)cc1Cl)C2 (stereo not drawn) | -10 | -11 | -11 | -9 | 14 | 1.1 | 10 | 1.2 | 1.2
O=C(CC1SC(N2CCOCC2)=NC1=O)Nc1cc([N+](=O)[O-])ccc1Cl (stereo not drawn) | 15 | -16 | -19 | -5 | 8 | 2.6 | -8 | 0.6 | 0.5
CCN1CCN(Cc2ccc(NC(=O)c3ccc(C)c(NC(=O)c4ccno4)c3)cc2C(F)(F)F)CC1 | -23 | -8&9 | -10&5 | -5 | -6&-25 | 1.5 | . | 1.7 | 0.1&-0.3
O=C(CCc1ccccc1)NCc1ccccc1 | -6 | -2 | -3 | -5 | 10 | -0.6 | 2 | 0.1 | 0.8
CCn1c(SCC(=O)N/N=C/C=C/c2ccco2)nnc1-c1ccc(OC)cc1 | -17 | -6 | -20 | -6 | 18 | -2.1 | -8 | -0.8 | -0.1
O=C(C1CCN(c2nc3nonc3nc2N2CCCCC2)CC1)N1CCOCC1 | -6 | -10 | 7 | 1 | 8 | 0.5 | -10 | 0.2 | 0.7
COc1cc2c(cc1OC)C(C)N(C(=O)c1cc(C)on1)CC2 (stereo not drawn) | -3 | -9 | -36 | -5 | 5 | -0.1 | 2 | 1.1 | 0.5
C[C@H](NC(=O)c1cc2cc(Cl)ccc2n1C)C(=O)N[C@@H](C(=O)O)c1ccccc1 | 1 | -2 | 7 | -6 | 6 | 0.8 | -19 | 0.7 | 0.7
CCOCCCNC(=O)c1ccc(NC(C)=O)cc1 | 5 | -2 | -7 | -9 | -8 | 0.1 | -10 | 2.5 | -0.3
N#CCCN1CCn2c1nc1ccccc12 | 1 | -5 | 0 | -12 | 11 | -0.4 | 6 | -0.6 | 0.2
CCOC(=O)N1CCN(C(=O)C2CCC(=O)N(CCc3ccccc3)C2)CC1 (stereo not drawn) | -20 | 0 | -6 | -4 | 9 | 0.5 | -9 | 0.5 | 0.4
CCOC(=O)c1c(C)[nH]c(C)c1S(=O)(=O)N(C)CC(=O)Nc1cc(C)ccc1OC | -25 | -15 | -23 | -5 | 3 | -0.6 | -5 | -0.6 | 1.9
COc1ccc(S(=O)(=O)N2CCN(C(=O)[C@@H]3CCCN3C(=O)c3cccs3)CC2)cc1 | . | 16 | 5 | . | -11 | . | . | . | 0.5
O=S(=O)(c1ccc(F)cc1)N1CCN(S(=O)(=O)c2cccs2)CC1 | -3 | 2 | -5 | -9 | -6 | 0.7 | -2 | -0.1 | 0.8
CN(CC(=O)Nc1ccccc1Cl)C(=O)CSc1nncn1C | -9 | 1 | -26 | -4 | -2 | 0.5 | . | 0.8 | 0.6
CC1CC(C)CN(C(=O)c2cc3c(=O)n4ccccc4nc3s2)C1 (stereo not drawn) | -7 | -8 | -4 | -8 | 12 | -0.7 | -8 | -0.4 | 1.2
CCCCn1c(N)c(N(C)C(=O)c2c(C)nn(-c3ccccc3)c2C)c(=O)[nH]c1=O | 7 | -12 | 4 | -2 | 3 | 1.1 | . | 1.3 | 0.2
CN(C)CCN(C(=O)C1=COCCO1)c1nc2ccc(Cl)cc2s1 | 0 | -1 | -8 | -9 | 9 | 1.7 | 12 | 1.3 | 1.6
C=CCN(C(C(=O)OC)C(C)C)S(=O)(=O)CCNCc1ccccc1 (stereo not drawn) | . | -14 | 16 | . | 14 | . | . | . | 0.7
CCOCCCNC(=O)CN1C(=O)c2ccccc2Sc2ncccc21 | -4 | -17 | -5 | -14 | 11 | 0.4 | 15 | 0.6 | 1.9
Cc1cccc(S(=O)(=O)c2c(C)cc(C)[nH]c2=O)c1 | -11 | 13 | -10 | -8 | 8 | 0.2 | 7 | 0.2 | 0.0
O=C(c1ccco1)N1CCN(S(=O)(=O)c2ccccc2)CC1 | -9 | -6 | -13 | -4 | 10 | 0.5 | -13 | 1.4 | 0.6
O=S(=O)(NCCN1CCOCC1)c1ccc(Oc2ccccc2Cl)cc1 | -11 | 5 | 10 | -22 | -5 | 9.9 | -6 | 7.2 | 10.0
Cc1cccc(NS(=O)(=O)c2cccc(C(=O)N3CCC3)c2)c1 | -3 | -9 | -4 | -5 | 15 | 0.7 | . | 1.6 | 0.4
COc1ccc(S(=O)(=O)N2CCOC2CNC(=O)C(=O)NCc2ccncc2)cc1 (stereo not drawn) | -12 | -10 | -30 | 1 | 20 | 0.2 | -6 | 0.5 | 1.2
